Source: PubChem
BRCA1 expr up: qHTS Assay to Identify Small Molecule Activators of BRCA1 Expression; MCF7-BRCA1-FFLuc reporter, luminescence, 48 h; response scale: scaled: vehicle 0%, 10 µM genistein 100%; Potency, µM (doses to about 46.1 µM), without a hit: at the top dose activation, hits mostly activators; actives 1.1% (n = 380,000); active means well fitted activation curve with a large enough effect; inconclusive means small, poorly fitted or top-dose-only effect; inactive means no such curve, though single readings can be large or run the other way; further: nearly all actives have a fitted effect of over 80% in size; some results filed as inactive show a strong effect at the top dose
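Cells: MCF7-BRCA1-FFLuc, 2000/well. Exposure: 48 h, 37 °C, 5% CO2. Read: luminescence, 15 min post-substrate. Controls: genistein 10 microM (maximal activation), DMSO (neutral).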
Starred values were filed as active, the others as inactive; ? = inconclusive. Potency means the concentration at half of the fitted maximal effect.

SMILES | BRCA1 expr up
CC1(C(=O)NS(=O)(=O)c2ccc(Cl)cc2)CCN1C(=O)c1ccccc1CCc1ccccc1 (stereo not drawn) | 19.4%
CCCCn1nnnc1C(c1ccccc1)N1CCN(C(C)=O)CC1 (stereo not drawn) | 8.7%
CC(C)n1c(=O)c2ccccc2n1Cc1cn(Cc2cccs2)nn1 | 0.0%
CCCNC(=O)C1(C)CCCN(Cc2ccc(-c3ccccn3)cc2)C1 (stereo not drawn) | 6.7%
CN(C)c1ccc(CC2CCc3ccccc32)cc1 (stereo not drawn) | 35.3%
O=C(Nc1ccccc1Cl)c1cc(C2CCCN(C(=O)c3cccs3)C2)on1 (stereo not drawn) | 1.4%
COCc1cccc(-c2csc(C(O)c3ccc(OC)cc3)n2)c1 (stereo not drawn) | 15.8%
CN(C)c1cccc2c(S(=O)(=O)NC(=O)[C@H]3O[C@@H](n4cnc5c(N)ncnc54)[C@H](O)[C@@H]3O)cccc12 | -6.2%
CCc1nc2ccc(C(=O)N(C)CCCN(C)C)cn2c1N(CC)CCOC | 14.9%
C[C@@H]1CCCCO[C@H](CN(C)C(=O)c2ccccc2)[C@@H](C)CN([C@H](C)CO)C(=O)c2cc(NC(=O)c3ccncc3)ccc2O1 | -5.1%
O=C(COC(=O)COc1ccc(Cl)cc1Br)NC1CCCC1 | 10.1%
C[C@H]1Cn2cnc(C(=O)N[C@@H](Cc3c[nH]c4ccccc34)C(=O)OC(C)(C)C)c2C(=O)N1 | 0.0%
CC1(C(=O)NS(=O)(=O)C2CC2)CCN(C(=O)c2c(F)cccc2F)C1 (stereo not drawn) | 0.0%
CC(Oc1ccc(F)cc1)C(=O)Nc1cccc(S(=O)(=O)N(C)c2ccccc2)c1 (stereo not drawn) | -32.7%
CCOC(=O)c1cc(C#N)c(SC(C(=O)N2CCCCC2)c2ccccc2)nc1C (stereo not drawn) | 15.5%
CCOC(=O)c1ccc(NC(=O)c2nc[nH]c2C(=O)N(C)CCO)cc1 | -11.9%
COc1ccc(CN2C(=O)C(CC(=O)NC3CC3)CC(C(=O)N(C)C)=C2C)cc1 (stereo not drawn) | 12.5%
COc1ccc(C(=O)NC(c2ccc(OC)c(OC)c2)c2cc(Cl)c3cccnc3c2O)cc1 (stereo not drawn) | -9.7%
CC(=O)Oc1ccc(OC(C)=O)c2c1CC1(C)OC1(C)C2 (stereo not drawn) | -1.5%
C[C@@H]1CN([C@@H](C)CO)S(=O)(=O)c2ccc(Br)cc2O[C@H]1CN(C)C(=O)C1CCC1 | -0.8%
CC(C)(C)c1ccc(CC(=O)N2CCC2(C)C(=O)NS(=O)(=O)c2ccccc2Cl)cc1 (stereo not drawn) | 8.3%
O=C(CS(=O)(=O)c1ccc(Cl)cc1)N1CCN(c2ccccc2)CC1 | -2.3%
Cc1ccc(C(O)c2ncc(-c3ccc(Cl)cc3)[nH]2)cc1 (stereo not drawn) | 24.9%
Cc1cccc(C)c1NC(=O)CN1CCN(C(=O)CCC(=O)N2CCC(c3ccccc3)=N2)CC1 | -11.7%
COc1cccc(NC(=O)C2(C)CCN2C(=O)CCC2CCCC2)c1 (stereo not drawn) | -11.3%

Another view of 12 compounds above.
BRCA1 expr up | canonical_smiles
19.4% | CC1(C(=O)NS(=O)(=O)c2ccc(Cl)cc2)CCN1C(=O)c1ccccc1CCc1ccccc1 (stereo not drawn)
8.7% | CCCCn1nnnc1C(c1ccccc1)N1CCN(C(C)=O)CC1 (stereo not drawn)
0.0% | CC(C)n1c(=O)c2ccccc2n1Cc1cn(Cc2cccs2)nn1
6.7% | CCCNC(=O)C1(C)CCCN(Cc2ccc(-c3ccccn3)cc2)C1 (stereo not drawn)
35.3% | CN(C)c1ccc(CC2CCc3ccccc32)cc1 (stereo not drawn)
1.4% | O=C(Nc1ccccc1Cl)c1cc(C2CCCN(C(=O)c3cccs3)C2)on1 (stereo not drawn)
15.8% | COCc1cccc(-c2csc(C(O)c3ccc(OC)cc3)n2)c1 (stereo not drawn)
-6.2% | CN(C)c1cccc2c(S(=O)(=O)NC(=O)[C@H]3O[C@@H](n4cnc5c(N)ncnc54)[C@H](O)[C@@H]3O)cccc12
14.9% | CCc1nc2ccc(C(=O)N(C)CCCN(C)C)cn2c1N(CC)CCOC
-5.1% | C[C@@H]1CCCCO[C@H](CN(C)C(=O)c2ccccc2)[C@@H](C)CN([C@H](C)CO)C(=O)c2cc(NC(=O)c3ccncc3)ccc2O1
10.1% | O=C(COC(=O)COc1ccc(Cl)cc1Br)NC1CCCC1
0.0% | C[C@H]1Cn2cnc(C(=O)N[C@@H](Cc3c[nH]c4ccccc34)C(=O)OC(C)(C)C)c2C(=O)N1

Next compounds follow:
SMILES | BRCA1 expr up
CNc1cc(-c2ccc(C(=O)OC)cc2)ncn1 | 46.3%
Cc1ccc(-c2ccc(CN3C(C)C(=O)N(Cc4cn(Cc5ccco5)nn4)CCS3(=O)=O)cc2)c(C)c1 (stereo not drawn) | -38.2%
COc1ccc(Cl)cc1CC1(C)C(=O)Nc2ccc(-c3ccccc3OC)cc21 (stereo not drawn) | -30.8%
Cn1ccc2c(-c3ccc4c(c3)OCCO4)cc3c(c21)C1CCC3C1 (stereo not drawn) | 8.9%
COc1cc2oc(=O)cc(CN3CCCCCCC3)c2cc1Cl | -4.8%
CC1=C(C(=O)N(C(C)C)C(C)C)CC(CC(=O)NCCCCc2ccccc2)C(=O)N1Cc1ccccc1 (stereo not drawn) | -6.4%
C[C@@H]1CN([C@@H](C)CO)C(=O)CCCn2nncc2CO[C@H]1CN(C)C(=O)Nc1ccc(F)cc1 | -6.8%
COc1ccc(N2CCN(C(c3ccccc3)c3nnnn3C(C)C)CC2)cc1 (stereo not drawn) | 0.0%
O=C(c1[nH]c(C(F)(F)F)nc1-c1ccccc1)N1CCN(c2ccc(C(F)(F)F)cn2)CC1 | -3.7%
COc1ccc(C(=O)N2CCCCC2c2cc(C(=O)NCc3ccc(Cl)c(Cl)c3)no2)cc1 (stereo not drawn) | -48.1%
COC(=O)[C@H]1C[C@@]2(O)CN(S(=O)(=O)c3ccc(C)cc3)C[C@@]2(OC(=O)NCc2ccccc2F)C[C@H]1C(=O)OC | 14.9%
CC(C)(C)c1ccc(NC(=O)COC(=O)c2ccccc2OCC(=O)Nc2ccc(Br)cc2)cc1 | 0.0%
CC(C)n1nnnc1C1c2ccccc2C(=O)N1Cc1ccc(F)cc1 (stereo not drawn) | 13.6%
CCC1NC(=O)c2cccnc2-n2c1nc1ccc(C)cc1c2=O (stereo not drawn) | 1.9%
COc1cccc(CNc2nc3cc(-c4cnn(Cc5ccccc5)c4)sc3c(=O)n2C)c1 | -46.8%
Cc1ccc(S(=O)(=O)N2CCN(C(=O)c3cc(C4CC4)nn3-c3ccccc3)CC2)cc1 | -1.8%
Cc1[nH]c(=O)sc1C(=O)NCc1ccc([N+](=O)[O-])cc1 | 7.7%
CN1C(=O)c2ccccc2CC12c1ccccc1C(=O)N2C (stereo not drawn) | 5.1%
Cn1ncc2c1NC(c1ccc(F)cc1)SCC2=O (stereo not drawn) | -11.7%
O=C1NC[C@@H](CCCCN2CCN(CCc3ccc(O)cc3)C(=O)C2=O)N(CCc2ccc(O)cc2)C1=O | 2.8%
O=C(Nc1cccc(C(F)(F)F)c1)c1ccc(-c2ccc(F)c(F)c2)c2ccoc12 | 0.0%
CCNC(=O)C1(C)CCN(C(=O)c2ccc(-c3ccccc3)cc2)C1 (stereo not drawn) | 9.5%
Cc1cc(NC(=O)Nc2cccc(Cl)c2)no1 | 26.0%
OC[C@@H]1CN(Cc2cccs2)C[C@H](n2cnc3c(N4CCN(c5ccccc5)CC4)ncnc32)O1 | -29.0%
C[C@@H]1CN([C@H](C)CO)C(=O)CCCn2nncc2CO[C@H]1CN(C)Cc1ccc2c(c1)OCO2 | -0.1%

Additional entries:
SMILES | BRCA1 expr up
COCCCN1C(=O)C(CC(=O)NCCN2CCOCC2)CC(C(=O)N2CCCCCC2)=C1C (stereo not drawn) | 3.3%
COc1ccc(NC(=O)CSc2nc3ccsc3c(=O)n2CCC(=O)O)cc1 | -16.9%
CN(C)c1ccc(Cn2ccc3ccccc32)cc1 | -19.8%
COC(=O)C1=C(C(=O)OC)C2C=CC1C1C(OC(C)=O)C(OC(C)=O)C21 (stereo not drawn) | -5.6%
COc1ncnc2c1ncn2CCCNc1ccc(C)c(C)c1 | 8.3%
O=C(O)c1ccc(NC(=O)c2cc3c([nH]c2=O)CCCC3=O)cc1 | 3.0%
COc1cccc(NC(=O)C2(C)CCN2Cc2ccc(OC(C)C)cc2)c1 (stereo not drawn) | 0.1%
CCOC(=O)[C@]12CCCC=C1N(Cc1ccc(Cl)cc1Cl)C(=O)[C@H](CC(=O)NCCCN1CCCC1=O)C2 | 6.1%
CCc1ccc(NC(=O)COC(=O)c2ccccc2OCC(=O)N(C)C)cc1 | 4.4%
Cc1ccc(OCc2cc(C(=O)N(C)Cc3cnn(C)c3)no2)cc1C | ?
COc1ccc(C(C)(NC(C)=O)c2nc(-c3cccc(NC(C)=O)c3)cs2)cc1 (stereo not drawn) | -18.9%
CCC(c1nc2ccccc2[nH]1)N(CCCn1ccnc1)C(=O)c1ccc(C(F)(F)F)cc1 (stereo not drawn) | 1.0%
CC(C)(C)Cc1c(-c2cccc(Cl)c2)nc2ccc(Cl)cn12 | -12.1%
COc1cc(C)ccc1S(=O)(=O)NC(=O)C1(C)CCN1C(=O)Cc1ccccc1Cl (stereo not drawn) | 1.4%
CC(=O)Nc1ccc(CC(=O)Nc2ccc3c(c2)OC2(CCCC2)O3)cc1 | ?
O=S1(=O)CC(N2CCN(Cc3ccccc3F)CC2)CN1Cc1cn(Cc2ccccc2)nn1 (stereo not drawn) | 10.5%
CC1CCCCN1C(=O)COC(=O)c1ccc(S(C)(=O)=O)c([N+](=O)[O-])c1 (stereo not drawn) | -69.0%
Cc1ccc(Nc2n[nH]c(=S)s2)cc1 | 78.0%
CCOC(=O)[C@]12CCC=C1N(Cc1ccc3c(c1)OCO3)C(=O)[C@H](CC(=O)N1CCOCC1)C2 | 2.0%
CC(C)(O)C#Cc1ccc(N2C(c3ccsc3)=Cc3ccc(F)cc3C2c2c[nH]c3ccc(C#N)cc23)cc1 (stereo not drawn) | -57.3%
COc1ccc(C(C)(O)c2nc(-c3ccc4c(c3)OCO4)cs2)cc1 (stereo not drawn) | 0.0%
O=S1(=O)CC(N2CCN(Cc3ccccc3F)CC2)CN1Cc1cn(Cc2ccc(Cl)cc2)nn1 (stereo not drawn) | 0.0%
[N-]=[N+]=NC(c1ccccc1)C(NC(=O)c1cc(C(F)(F)F)cc(C(F)(F)F)c1)c1ccccc1 (stereo not drawn) | -18.3%
O=C(Nc1nc(OCC(F)(F)F)cnc1/C=C\c1ccccc1)c1ccccc1 | 14.7%
CCCCCCN1C[C@@H](O)[C@H](n2cc(C3CC3)nn2)C[C@@H]1c1ccc(C)cc1 | -9.2%

New compounds follow.
SMILES | BRCA1 expr up
COc1ccc(S(=O)(=O)NC(=O)C2(C)CCN2C(=O)c2ccc(C(F)(F)F)nc2C)cc1 (stereo not drawn) | 0.0%
COc1ccc(COC[C@H](CC(C)C)N2CCN(C(=O)c3cccc(C(F)(F)F)c3)CCC2=O)cc1 | -34.7%
COc1ccc(-c2cc(NC(C)=O)c3ncc(-c4ccc(OC)c(OC)c4)n3c2)c(OC)c1 | -55.7%
OC[C@@H]1CN(Cc2cccc3ccccc23)C[C@H](n2cnc3c(NCc4ccco4)ncnc32)O1 | -58.9%
O=C(NCCCN1CCCC1=O)C(=O)NCC1OCCCN1S(=O)(=O)c1ccccc1 (stereo not drawn) | 15.4%
C[C@H]1CN([C@@H](C)CO)C(=O)CCCn2nncc2CO[C@H]1CN(C)C(=O)c1cc(-c2ccccc2)on1 | 1.4%
CCOC(=O)[C@]12CCCC=C1N(Cc1cccc3ccccc13)C(=O)[C@H](CC(=O)NCc1ccccc1)C2 | -21.0%
N#CN=c1snc(-c2ccccc2)n1-c1ccc(Br)cc1 | -52.0%
COc1ccccc1CNC(=O)C1(C)CCN1C(=O)Cc1ccc(-c2ccccc2)cc1 (stereo not drawn) | -32.3%
CSCCC(c1nnnn1-c1c(C)cccc1C)N1CCN(C/C=C/c2ccccc2)CC1 (stereo not drawn) | -42.6%
Cn1c2c(c(=O)n(C)c1=O)CS(=O)c1ccccc1N2 (stereo not drawn) | 2.9%
CC1(C)NC(=O)N(CC(=O)Nc2ccc(-c3ccccc3)cc2)C1=O | 19.3%
O=S1(=O)CC(N2CCCCC2)CN1Cc1cn(Cc2cccc(C(F)(F)F)c2)nn1 (stereo not drawn) | 12.3%
O=S(=O)(c1cccs1)N1CCN(c2nc(-c3cccs3)nc3ccccc23)CC1 | 23.2%
CC1(C(=O)NS(=O)(=O)c2ccc(Cl)cc2)CCN1C(=O)CCc1cccs1 (stereo not drawn) | -9.6%
CCc1nc2c(OCCOC)cccn2c1N(C)C(=O)c1ccc(C)cc1 | 10.7%
Cn1c(=O)c2c(-c3ccccc3)n(-c3cccc(Br)c3)cc2n(C)c1=O | -4.3%
CCCN(C)C[C@@H]1OCCCC[C@@H](C)Oc2ccc(NC(=O)c3ccccc3)cc2C(=O)N([C@H](C)CO)C[C@@H]1C | -24.0%
Cn1cc(CN2CCC(C(=O)NC(c3ccc(-c4ccccc4)cc3)c3cnccn3)CC2)c2ccccc21 (stereo not drawn) | -25.5%
O=C1CC(c2ccco2)CC2=C1C(c1ccc(O)cc1)n1nc(C(F)(F)F)nc1N2 (stereo not drawn) | 0.0%
CCCCCCN1CCN(C2CN(Cc3ccccc3)S(=O)(=O)C2)CC1 (stereo not drawn) | -1.9%
CC1(C)CC(=O)C=C(c2ccc(-c3ccc(OC(F)(F)F)cc3)cc2)C1=O | 2.4%
CN1OC[C@@H]2CN3C(=O)N(c4ccccc4)c4ccccc4[C@@H]3C[C@@H]21 | 0.8%
COc1ccccc1N1CCN(C2CCCN(C(=O)c3cc(C(C)C)on3)C2)CC1 (stereo not drawn) | -8.2%
O=S1(=O)CC(N2CCN(CCO)CC2)CN1Cc1ccccc1 (stereo not drawn) | 0.5%

Only part of the results is shown; the hit share may differ from the screen's.
